# Screening data (PubChem BioAssay)
# ER stress surv: ER stress cell death inhibition; 0.33% of 48,000 active; relative survival (cellular ATP), % at 15 µg/mL (by protocol); CSM14.1 thapsigargin ER stress survival, ATP luminescence;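 active = survival measured by cellular ATP above 50% at 15 µg/ml in the first screen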;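 also: cell death triggered by about 15 µM thapsigargin; ATP read 24 h after thapsigargin was added; plate controls were thapsigargin with DMSO for no effect and DMSO without thapsigargin for full effect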
# Numbers without * were called inactive. This is a subset (hit frequency here may not be typical).
SMILES,ER stress surv
Cc1ccc(C(=O)NCC2CCCO2)cc1 (stereo not drawn),-4
O=[N+]([O-])c1ccc(N2CCCC2)cc1N1CCCCC1,8
CCOC(=O)c1ccccc1NC(=O)c1ccccc1,2
Cc1ccc(C)c(OCC(O)CN2CCC(Cc3ccccc3)CC2)c1 (stereo not drawn),-8
O=C1/C(=C\C=C\c2ccccc2)SC(=S)N1Cc1ccc(Cl)c(Cl)c1,-2
CCOC(=O)c1ccccc1NC(=O)c1cc(Cl)ccc1OC,0
O=C1CN(S(=O)(=O)c2ccccc2)C(c2ccccc2)c2cc(Br)ccc2N1 (stereo not drawn),6
CC1=CC(C)C2COC(c3ccc[n+](C)c3)C1C2C (stereo not drawn),4
CCCc1cc(C(=O)OC)c(NC(=O)CCC(=O)O)s1,3
COc1cc(NC(=O)c2ccc(-c3ccc(Cl)cc3)o2)ccc1NC(=O)c1ccco1,-1
Cc1ccc(-c2nc3ccccc3c(=O)[nH]2)cc1,-6
COc1cc(CNc2nc3ccccc3n2CCN2CCCCC2)cc(OC)c1OC,1
CC(C)CNC(=O)c1cccc(NC(=O)/C=C/c2ccccc2)c1,-5
O=C(N/N=C/c1ccc[nH]1)c1sc2ccccc2c1Cl,2
O=C1NC(=O)C(=Cc2cc(Cl)c(OCc3cccc(F)c3)c(Cl)c2)C(=O)N1,-3
COc1ccc(C2Nc3ccccc3C(=O)N2Cc2ccco2)cc1Cn1nnc2ccccc21 (stereo not drawn),28
O=C(N/N=C/c1ccco1)C1CC(=O)N(c2ccccc2)C1 (stereo not drawn),4
Cc1ccc(S(=O)(=O)N2C(=S)SCC2(C)C)cc1,-1
COc1cc(C2Nc3ccc4ncccc4c3C3=C2C(=O)CCC3)cc(OC)c1OC (stereo not drawn),4
Cc1cccc(C)c1NS(=O)(=O)c1ccccc1,-4
O=C(CSCCNS(=O)(=O)c1ccccc1)Nc1ccccc1,-1
O=C(Nc1cccc(Cl)c1)c1cc([N+](=O)[O-])ccc1Cl,4
O=C(CO/N=C/c1ccccc1)N=Nc1c(O)[nH]c2ccc(Br)cc12,-4
CC1=C(C(=O)c2ccccc2)C(c2cccc(F)c2)NC(=O)N1 (stereo not drawn),5
O=C(NCC1CCN(C(=O)c2c(F)c(F)c(F)c(F)c2F)CC1)c1c(F)c(F)c(F)c(F)c1F,4
# Additional structures
SMILES,ER stress surv
NC(=O)c1ccccc1NC(=O)c1ccncc1,10
O=C(NCc1ccc2c(c1)OCO2)C(=O)Nc1cccc(Cl)c1Cl,6
CCOc1cc(C(=O)NCCN2CCOCC2)cc(OCC)c1OCC,6
COc1ccc(Cn2c(O)c(/C=C3\C=CC=N3)c(=O)[nH]c2=O)cc1,3
CC(C)(C)c1cc(Cc2ccccc2)no1,7
COc1ccc(S(=O)(=O)Nc2cc([N+](=O)[O-])ccc2OC)cc1,8
O=[N+]([O-])c1ccccc1/C=N/Nc1nc(-c2ccccc2)cc(-c2ccccc2O)n1,4
Cc1c(C(=O)Nc2ccc3oc(-c4ccc(Cl)cc4Cl)nc3c2)cccc1[N+](=O)[O-],0
CC(Oc1ccccc1)C(=O)NCc1ccccn1 (stereo not drawn),-4
CN1CCN(CCCCOc2cccc3ccccc23)CC1,-6
Cc1ccc2nc(C)c(C(=O)NN=C3CCN(C)CC3)n2c1,1
CC1(C)CC(=O)C2=C(C1)OC1=C(C(=O)CC(C)(C)C1)C2c1c(O)ccc2ccccc12,11
O=C1CC(N2CCN(c3ccccc3F)CC2)C(=O)N1c1cccc(Cl)c1 (stereo not drawn),7
Cc1ccccc1C(=O)NNC(=O)c1ccco1,2
c1ccc(C2CCC(N3CCN(Cc4ccncc4)CC3)CC2)cc1 (stereo not drawn),-1
Cc1cccc(C(=O)N2CCN(C)CC2)c1,3
O=C(NCCN1CCOCC1)c1ccc(F)cc1,5
COc1ccc(CNc2cccc(C)c2)cc1,-5
COc1ccccc1C(=O)Nc1cc(C(F)(F)F)ccc1Br,7
NC(=O)SCC(=O)Nc1cccc(F)c1,8
CCN1C(=O)/C(=C/c2cccc(Cl)c2Cl)SC1=S,10
O=C1C(Cl)=C(Nc2ccccc2F)C(=O)N1c1ccc(Br)cc1,11
COc1cccc(N=Cc2c(O)n(-c3ccccc3C)c(=O)[nH]c2=O)c1,-2
CC(=O)Nc1ccccc1C(=O)Nc1ccccc1,1
Cc1nc2ccc(Cl)cn2c1C(=O)NN=C1CCC(C(C)(C)C)CC1 (stereo not drawn),7
# Going on with the list:
SMILES,ER stress surv
COc1ccc(C)cc1NC(=O)C(=O)NCc1ccncc1,7
O=C(NC1CCCCC1)N1CCN(C(c2ccccc2)c2ccccc2)CC1,6
CCc1nnc(NS(=O)(=O)c2ccc(N/C=C/C(=O)c3ccc(OC)cc3OC)cc2)s1,1
CCOC(=O)c1c(NC(=O)Cc2ccc(Cl)cc2)sc(C(=O)Nc2ccccc2OC)c1C,0
O=c1c2ccccc2nc(/C=C/c2ccc3c(c2)OCO3)n1-c1cccc2ccccc12,8
COc1ccc(-n2c(SC)nc(O)c(Cc3ccccc3)c2=O)cc1,15
CCOC(=O)c1c(-c2ccccc2)csc1NC(=O)COc1ccc(Cl)cc1,10
COc1ccc(OC)c(/C=C2/SC(NC(C)=O)=NC2=O)c1,3
COc1cc(/C=C2\C(=O)NC(=O)N(c3ccc(C)cc3)C2=O)c(Br)cc1OCC(=O)O,0
O=[N+]([O-])c1cccc(-c2noc(-c3ccc(-c4ccccc4)cc3)n2)c1,4
O=C(CCN1C(=O)/C(=C/c2ccc(F)cc2)SC1=S)Nc1ncc(Cc2ccc(Cl)cc2)s1,3
CCc1ccccc1NC(=O)c1cc2cc(Br)ccc2oc1=O,8
Cc1cc(N(C)/N=C/c2ccccc2Cl)nc(-c2ccccc2O)n1,0
CCCS(=O)(=O)c1c(S(=O)(=O)CCC)c2cc(-c3ccncc3)ccn2c1C(=O)c1ccccc1,5
COc1cc2c(cc1NC(=O)COc1ccc(C)cc1C)oc1ccccc12,10
Cc1c(C(=O)Nc2cccc(C(=O)O)c2)cccc1[N+](=O)[O-],6
Cc1ccc(/C=C2\SC(N3CCCC3)=NC2=O)cc1,10
COc1ccc(C(=O)Nc2nc(-c3ccc(F)cc3)cs2)cc1,9
O=C1C=C(NCCc2ccccc2)C2(CCCCC2)O1,10
O=C1c2ccc(S(=O)(=O)c3ccc4c(c3)C(=O)N(Cc3cccnc3)C4=O)cc2C(=O)N1Cc1cccnc1,18
Cc1ccc(Cl)cc1NC(=O)COc1ccc2ccccc2c1,3
Cc1ccc(S(=O)(=O)N2CCN(c3ccc([N+](=O)[O-])c(NC4CC4)c3)CC2)cc1,5
COc1ccc(C2CC(=O)C3=C(C2)OC2=C(C(=O)CC(c4ccc(OC)cc4)C2)C3c2ccc(OC)c(OC)c2)cc1 (stereo not drawn),9
CCOC(=O)C1=C(O)/C(=C/c2ccco2)SC1=Nc1ccc(C)cc1,1
CCOC(=O)C1=C(O)/C(=C/c2ccc(Cl)cc2)SC1=Nc1ccc(OC)cc1,1
# (further entries)
SMILES,ER stress surv
COc1ccc(C2Sc3ccccc3NC3=C2C(=O)c2ccccc23)cc1 (stereo not drawn),5
CCOC(=O)c1[nH]c(C)c(C(=O)CC(C)(C)C)c1C,7
CCOc1ccc(NC(=O)CN(c2cccc(Br)c2)S(=O)(=O)c2ccccc2)cc1,15
Cc1ccccc1OCCNc1cc(N2CCCCC2)ccc1[N+](=O)[O-],7
COc1cccc(NC(=O)c2ccc3ccccc3c2)c1,-1
O=C(NN1C(=O)/C(=C/c2ccc(Br)cc2)SC1=S)c1cccc(Cl)c1,2
O=C(/C=C/c1ccccc1Cl)c1ccc(NC(=O)c2cccs2)cc1,1
CC1(C)CC(=O)C2=C(C1)NC1=C(C(=O)CC(C)(C)C1)C2c1c(Cl)cccc1Cl,9
CCOc1cc(OCC)cc(C(=O)Nc2ccc(Br)cn2)c1,-2
N#C/C(=C\c1ccc(-c2ccc([N+](=O)[O-])cc2)o1)C(=O)N1CCCCC1,6
OCCN(C(=S)Nc1ccc2nccnc2c1)c1ccccc1,9
O=C1NC2NC(=O)N(C3CCCCC3)C2N1 (stereo not drawn),9
COc1cccc(C2(c3cccc(OC)c3)CC2C(=O)Nc2cccc3ccccc23)c1 (stereo not drawn),-2
Brc1ccc(-c2ccc(/C=C/c3nc4ccccc4o3)o2)cc1,2
CN(C)CCCNC(=O)c1ccccc1Oc1ccccc1,6
Cc1ccc(NC(=O)C2COc3ccccc3O2)cc1 (stereo not drawn),4
Cc1ccc(-n2nc3cc(C)c(NC(=O)c4ccc([N+](=O)[O-])cc4)cc3n2)cc1,1
Cc1ccccc1NC(=O)c1c(NC(=O)C(Cl)(Cl)Cl)sc2c1CCC2,1
O=C(COc1ccc(Cl)cc1Cl)Nc1ccccc1C(=O)Nc1ccccc1,-2
CCOc1ccc(N2C(=O)C(C)C(Cc3cc(C)cc(C)c3)C2=O)cc1 (stereo not drawn),-1
Cc1ccc(CSc2nc(N)c3c4c(sc3n2)CCC4)c(C)c1,-7
c1ccc(CSc2nc3ccccc3s2)nc1,-3
O=C(COc1ccccc1[N+](=O)[O-])N/N=C/c1ccc(OC(=O)c2cccc(F)c2)cc1,3
COc1cc(C(=O)NC(NC(=S)Nc2cccc3ccccc23)C(Cl)(Cl)Cl)cc(OC)c1OC (stereo not drawn),6
CCOc1ccccc1N1C(=O)c2cccc3cccc(c23)C1=O,5
# (more compounds)
SMILES,ER stress surv
O=C(Nc1cc(Cl)ccc1Cl)C1CC(=O)N(C2CCCCC2)C1 (stereo not drawn),-4
Nc1ccc(C(=O)Nc2cccc3ccccc23)cc1,-6
COc1ccc(CCNS(=O)(=O)c2ccc3ccccc3c2)cc1OC,0
Cc1sc(NC(=O)c2cc(Cl)ccc2[N+](=O)[O-])nc1-c1ccccc1,10
COC(=O)CN(c1ccccc1Br)S(C)(=O)=O,2
CC(C)CNC(=O)C1CC(=O)N(c2ccc(Cl)cc2)C1 (stereo not drawn),4
Cc1cc(NS(=O)(=O)c2ccc(NC(=O)c3cccc(Br)c3)cc2)no1,-2
CS(=O)(=O)N(CC(=O)Nc1ccc(Br)cc1)c1ccc(Cl)cc1,6
CC(C)(C)c1ccc(S(=O)(=O)N=C2C=CC(=O)C=C2)cc1,-4
Cc1cc(/C=C2/NC(=O)NC2=O)c(C)n1-c1ccc(F)cc1,1
Cc1nn(C(CC(=O)O)C(=O)O)c(C)c1I (stereo not drawn),3
O=c1c(N=Nc2ccc(F)cc2)c(-c2ccccc2)[nH]n1-c1nc(-c2ccccc2)cs1,1
COc1ccc(NC(=O)CSc2nnnn2-c2ccccc2)c([N+](=O)[O-])c1,8
O=C(COc1ccccc1)Nc1ccncc1,6
Cc1ccc(C(=O)/C=C/c2ccc3ncccc3c2)cc1,-6
COc1cc(C2NC(=S)NC(C)=C2C(=O)Nc2cccc(C)c2)ccc1O (stereo not drawn),1
O=C1C2ON(c3ccccc3)C(c3ccccn3)C2C(=O)N1c1ccc(Br)cc1 (stereo not drawn),6
CCC1CCc2c(sc(NC(=O)COc3ccc(Cl)cc3Cl)c2C(N)=O)C1 (stereo not drawn),1
COc1ccc2c(c1)nc(SCc1ccccc1)n2C,0
COc1ccc(C(=O)OCCNC(=O)c2ccc[n+](C)c2)cc1OC,3
CCOc1ccccc1N1CCN(C(=O)c2cc(Cl)ccc2[N+](=O)[O-])CC1,5
O=C(O)CCCCCN1C(=O)C(=O)/C(=C(/O)c2ccc([N+](=O)[O-])cc2)C1c1ccc(O)cc1 (stereo not drawn),13
CC1=C(C(=O)OCCc2ccccc2)C(c2ccccc2F)C2=C(CC(C)(C)CC2=O)N1 (stereo not drawn),7
Cc1cccc(-c2nc3sc4c(c3c(=O)o2)CCCCC4)c1,-2
CCOC(=O)c1ccc(NC(=O)C(=O)NCCc2ccc(OC)c(OC)c2)cc1,13
O=C1C2C3CCC(O3)C2C(=O)N1c1ccccn1 (stereo not drawn),4
Cn1ncc(Cl)c1C(=O)N(C(=O)c1c(Cl)cnn1C)c1ncccn1,-1
CC(=O)NC1=NC(=O)/C(=C\c2ccccc2Cl)S1,-1
COc1ccc(CNS(=O)(=O)c2cccc([N+](=O)[O-])c2)cc1,4
O=C(Cc1ccc([N+](=O)[O-])cc1)N/N=C/c1ccncc1,15

# Reprinted from the results shown, 24 compounds:
SMILES,ER stress surv
Cc1cc(NS(=O)(=O)c2ccc(NC(=O)c3cccc(Br)c3)cc2)no1,-2
CS(=O)(=O)N(CC(=O)Nc1ccc(Br)cc1)c1ccc(Cl)cc1,6
CC(C)(C)c1ccc(S(=O)(=O)N=C2C=CC(=O)C=C2)cc1,-4
Cc1cc(/C=C2/NC(=O)NC2=O)c(C)n1-c1ccc(F)cc1,1
Cc1nn(C(CC(=O)O)C(=O)O)c(C)c1I (stereo not drawn),3
O=c1c(N=Nc2ccc(F)cc2)c(-c2ccccc2)[nH]n1-c1nc(-c2ccccc2)cs1,1
COc1ccc(NC(=O)CSc2nnnn2-c2ccccc2)c([N+](=O)[O-])c1,8
O=C(COc1ccccc1)Nc1ccncc1,6
Cc1ccc(C(=O)/C=C/c2ccc3ncccc3c2)cc1,-6
COc1cc(C2NC(=S)NC(C)=C2C(=O)Nc2cccc(C)c2)ccc1O (stereo not drawn),1
O=C1C2ON(c3ccccc3)C(c3ccccn3)C2C(=O)N1c1ccc(Br)cc1 (stereo not drawn),6
CCC1CCc2c(sc(NC(=O)COc3ccc(Cl)cc3Cl)c2C(N)=O)C1 (stereo not drawn),1
COc1ccc2c(c1)nc(SCc1ccccc1)n2C,0
COc1ccc(C(=O)OCCNC(=O)c2ccc[n+](C)c2)cc1OC,3
CCOc1ccccc1N1CCN(C(=O)c2cc(Cl)ccc2[N+](=O)[O-])CC1,5
O=C(O)CCCCCN1C(=O)C(=O)/C(=C(/O)c2ccc([N+](=O)[O-])cc2)C1c1ccc(O)cc1 (stereo not drawn),13
CC1=C(C(=O)OCCc2ccccc2)C(c2ccccc2F)C2=C(CC(C)(C)CC2=O)N1 (stereo not drawn),7
Cc1cccc(-c2nc3sc4c(c3c(=O)o2)CCCCC4)c1,-2
CCOC(=O)c1ccc(NC(=O)C(=O)NCCc2ccc(OC)c(OC)c2)cc1,13
O=C1C2C3CCC(O3)C2C(=O)N1c1ccccn1 (stereo not drawn),4
Cn1ncc(Cl)c1C(=O)N(C(=O)c1c(Cl)cnn1C)c1ncccn1,-1
CC(=O)NC1=NC(=O)/C(=C\c2ccccc2Cl)S1,-1
COc1ccc(CNS(=O)(=O)c2cccc([N+](=O)[O-])c2)cc1,4
O=C(Cc1ccc([N+](=O)[O-])cc1)N/N=C/c1ccncc1,15
